HTRA1 inh – HTRA1 (human) protease inhibition. recombinant HTRA1, FP-rhodamine activity-based probe, fluorescence polarization. inhibition, % at 5.96 µM. hit rate 0.5% among 340,000. AID 504803; in the data active means inhibition above about 36%;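 further: 0% = enzyme with DMSO and 100% = wells lacking enzyme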
PRMT1 FP inh – inhibitors of human PRMT1; Q99873; recombinant PRMT1, activity-based probe fluorescence polarization; inhibition, % at 2.79 µM; hit rate 1.3% among 370,000; AID 652257;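 active means inhibition above about 21% made by adding two undisclosed values, limit read from the data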
Target sequence (Q99873 whole entry, looked up): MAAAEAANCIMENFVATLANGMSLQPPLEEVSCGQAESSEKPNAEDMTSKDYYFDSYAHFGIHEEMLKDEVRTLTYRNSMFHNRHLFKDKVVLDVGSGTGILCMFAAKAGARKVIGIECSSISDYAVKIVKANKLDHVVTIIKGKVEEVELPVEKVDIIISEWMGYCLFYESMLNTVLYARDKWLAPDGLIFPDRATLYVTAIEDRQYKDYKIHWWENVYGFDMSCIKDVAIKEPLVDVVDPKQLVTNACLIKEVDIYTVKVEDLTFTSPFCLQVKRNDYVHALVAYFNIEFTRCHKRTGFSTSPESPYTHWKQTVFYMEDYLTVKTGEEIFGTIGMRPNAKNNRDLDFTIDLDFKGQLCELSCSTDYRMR
PG9 binder – small molecules binding HIV-1 gp120 antibody PG9; TR-FRET gp120-PG9 antibody binding; inhibition, % at 6.7 µM; hit rate 0.43% among 360,000; AID 624416; in the data active means inhibition above about 8.5%
SIAE primary – human SIAE inhibition, primary screen; Q9HAT2; SIAE FP-Rh probe binding, fluorescence polarization; inhibition, % at 9.66 µM; hit rate 0.69% among 370,000;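 active means inhibition above a cutoff: mean of compounds within the control limits plus 3 SD of those, cut at about 17% in these data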;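 further: 0% = plate median of compound wells and 100% = probe without SIAE protein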
ABHD4 inh – inhibitors of mouse ABHD4; inhibition, % at 8.92 µM; purified mABHD4, FP-Rh probe fluorescence polarization; hit rate 0.54% among 370,000; AID 720543;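 active means inhibition exceeding the mean over every tested compound plus 3 SD, cut at about 30% in these data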;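 further: 0% = plate median of compound wells and 100% = S159A mutant with DMSO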
Target sequence (Q8VD66 whole entry, looked up): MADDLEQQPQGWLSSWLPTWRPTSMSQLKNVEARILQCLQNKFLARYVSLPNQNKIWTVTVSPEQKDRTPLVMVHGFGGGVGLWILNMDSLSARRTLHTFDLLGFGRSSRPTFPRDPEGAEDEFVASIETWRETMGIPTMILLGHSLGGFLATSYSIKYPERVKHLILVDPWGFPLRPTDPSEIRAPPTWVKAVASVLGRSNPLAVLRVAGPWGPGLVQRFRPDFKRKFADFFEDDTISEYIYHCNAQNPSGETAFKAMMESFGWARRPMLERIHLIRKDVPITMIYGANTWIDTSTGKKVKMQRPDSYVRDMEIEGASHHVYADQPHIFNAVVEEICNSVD
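system = mouse ABHD4 enzyme, wild type | medium = HEPES pH 7.0, NaCl, Pluronic buffer | also added = FP-Rh probe | incubation = Enzyme–compound pre-incubation 45 min, then probe 60 min, both 25 °C | technique = fluorescence polarization, excitation 525 nm, emission 598 nm, BODIPY TMR filters | controls = S159A mutant high control, sample median low control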
UHRF1 binding – human UHRF1 methylated DNA binding inhibitors; Q96T88; UHRF1 binding to methylated oligo, TR-FRET; inhibition, % at 4.4 µM; hit rate 0.75% among 370,000; in the data active means inhibition above about 21%;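 further: UHRF1 SRA domain binding a hemimethylated CpG hairpin DNA probe; 0% = median of test compound wells and 100% = reference inhibitor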
TCR-CD3 inh – blocks the human TCR-CD3 interaction | TAMRA-labeled TCR probe fluorescence, biochemical | hit rate 0.37% among 360,000 | inhibition, % at 9.4 µM; in the data active means inhibition above about 19%;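 further: recombinant mutant TCR 2C K166C tagged with TAMRA read by polarization; 0% = receptor in buffer alone and 100% = receptor with positive control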
LEDGF integ inh – blocks HIV-1 LEDGF/p75-dependent DNA integration. inhibition, % at 3.7 µM. hit rate 0.64% among 370,000. TR-FRET IN-LEDGF/p75 DNA integration, Eu/Cy5;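 active means inhibition above the screen-wide mean plus 3 SD, cut at about 13% in these data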;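 further: signal is the Cy5 over europium emission ratio at 671 and 618 nm; 0% = plate median of compound wells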
TDP2 inh – blocks human TDP2 phosphodiesterase activity. O95551. recombinant TDP2, T5PNP hydrolysis, p-nitrophenol absorbance 415 nm. inhibition, % at 12.8 µM. hit rate 0.34% among 370,000;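 active means inhibition above the mean of all tested compounds plus 3 SD, set per campaign, cut at about 25% in these data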;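 further: 0% = DMSO with enzyme and 100% = buffer with substrate but no TDP2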
Target sequence (O95551 whole entry, looked up): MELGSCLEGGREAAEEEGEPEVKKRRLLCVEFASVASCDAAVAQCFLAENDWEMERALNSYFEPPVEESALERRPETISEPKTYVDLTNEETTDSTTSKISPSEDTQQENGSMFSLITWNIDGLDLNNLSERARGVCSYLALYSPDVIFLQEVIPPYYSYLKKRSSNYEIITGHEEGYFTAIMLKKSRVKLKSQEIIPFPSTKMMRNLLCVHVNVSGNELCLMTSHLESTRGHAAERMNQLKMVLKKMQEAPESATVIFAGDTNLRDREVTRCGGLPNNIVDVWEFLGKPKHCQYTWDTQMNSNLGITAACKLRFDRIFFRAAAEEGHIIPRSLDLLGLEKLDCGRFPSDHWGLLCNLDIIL
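Assay system: recombinant human TDP2 / Reagent: T5PNP substrate at 5 mM, a TopII-DNA adduct mimic / Measured by: epi absorbance from released p-nitrophenol / Evaluation: % inhibition relative to enzyme-containing and enzyme-free wells / Control set: enzyme-free and DMSO wells / Replicates: each compound tested once, singlicate / Schedule: enzyme reaction with compound for 2 h at 37 °C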
Tn7 DDE FP – DD(E)-Tn7 binding inhibition, primary FP screen; P02675; FP displacement of FITC-Tn7 peptide from fibrin DD(E); 0% = median of compound wells per plate; inhibition, % at 8.3 µM; hit rate 0.13% among 370,000; AID 720508;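 active means inhibition above the mean of compounds falling within the control limits plus 3 SD of them, cut at about 14% in these data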;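 further: 0% = plate median of compound wells and 100% = 10 µM Aha-Tn7 peptide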
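Assay system: Human clot-derived fibrin DD(E) complex | Buffer or medium: Tris/NaCl/CaCl2 buffer, pH 7.8 | Repeats: One replicate per compound | Benchmarks: Aha-Tn7 high control | Measure: % inhibition scaled between sample-field median and high-control FP | Schedule: 10 min plus 3 h, room temperature | Signal: Fluorescence polarization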
The depositor's hits bear a star; . = no result given.

SMILES	HTRA1 inh	PRMT1 FP inh	PG9 binder	SIAE primary	ABHD4 inh	UHRF1 binding	TCR-CD3 inh	LEDGF integ inh	TDP2 inh	Tn7 DDE FP
Cc1ccc(C(=O)OC2=CC(=O)CC(C)(C)C2)cc1	15.4	1.8	-1.1	1.2	-4.6	1.6	-0.5	-1.0	1.4	-2.6
O=c1ccc(-c2ccccc2)nn1Cc1ccccc1F	-3.3	2.7	-0.5	1.7	0.1	-0.1	4.0	-0.8	10.3	-0.4
CCc1ccc(OCCCCN(C)Cc2ccccc2)cc1	5.5	0.2	0.5	-8.8	13.8	1.1	5.3	-8.7	-3.9	-0.8
COc1ccc(CN2CC(C(=O)N3CCOCC3)CC2=O)cc1 (centres undefined)	3.5	-0.8	1.6	-7.6	-0.9	-1.6	-0.8	-1.0	12.2	4.1
CS(=O)(=O)Nc1ccc(C(=O)Nc2ccccc2Cl)cc1	.	0.6	-2.2	-2.9	4.8	-1.1	1.8	2.5	-1.3	-2.4
O=C(CSc1nnc(-c2ccccc2)o1)NCC1CCCCC1	-4.0	-1.2	1.7	-0.7	2.2	-0.8	2.2	-1.3	-2.8	1.4
CCN1CCN(C(=O)c2cc(COc3c(C)cccc3C)on2)CC1	0.8	-5.1	-2.5	6.8	-4.3	-3.8	1.4	4.1	-19.9	-0.1
O=C(CSc1n[nH]c(-c2cccnc2)n1)Nc1cccc(Cl)c1	-13.3	1.9	-0.2	-7.5	-3.3	-0.6	-3.0	-0.4	-4.7	0.9
CCC(c1nnnn1-c1ccc2c(c1)OCCO2)N1CCN(c2ncccn2)CC1 (centres undefined)	.	-0.5	0.2	-1.6	-0.3	-1.8	2.3	3.5	4.4	-0.6
Cc1ccnc(NC(=O)c2ccc(NC(=O)CC3SC(N4CCCC4)=NC3=O)cc2)c1 (centres undefined)	2.7	3.3	-1.0	-1.8	2.8	0.6	-3.0	0.2	-6.0	-0.7
CCOC(=O)C1(Cc2ccc(OC)cc2)CCN(S(C)(=O)=O)CC1	10.2	2.2	-0.8	-4.1	-2.2	-0.9	8.1	0.4	0.8	-11.5
CCOC(=O)c1ccccc1NC(=O)CSc1nc2ccncc2[nH]1	-2.1	1.1	1.3	-0.2	5.0	-2.2	7.0	-3.2	-12.0	4.4
COc1ccc(-c2nnc(-c3ccc(Br)o3)o2)cc1OC	2.0	-0.1	-1.6	-1.6	-1.7	-0.5	2.0	0.4	10.2	-7.9
O=C1NC2=C(C(=O)CCC2)C(c2ccc([N+](=O)[O-])cc2)N1 (centres undefined)	-1.4	1.2	-1.5	-3.1	4.4	-0.4	-1.9	-0.6	2.7	2.9
COC(=O)c1cc(C(c2ccccc2O)C2CCCO2)n2cccc(C(C)(C)C)c12 (centres undefined)	.	-0.9	.	4.5	-1.2	-2.1	.	2.5	-1.6	10.5
Cc1noc(C)c1S(=O)(=O)N1CCCC(C(=O)NCCc2ccccc2)C1 (centres undefined)	1.1	2.8	-1.9	0.9	-2.2	16.5	-4.1	-2.2	3.2	6.8
O=C(N/N=C/c1cc(Br)ccc1O)c1ccccc1Cl	2.0	-0.7	-3.3	3.0	-10.6	-3.3	0.3	-7.9	-7.1	-4.6
CCOC(=O)/C(C#N)=C/c1cn(CCOc2ccc(OC)cc2)c2ccccc12	-22.6	1.2	1.2	-11.1	5.0	5.8	-6.0	-4.5	-0.9	2.4
O=C(CN1C(=O)NC2(CCSC2)C1=O)NCc1ccccc1 (centres undefined)	8.7	0.7	1.8	0.5	-2.4	-0.6	-1.3	-2.9	-3.0	-6.5
N#Cc1c(Cl)nsc1NN	12.4	39.6*	-8.8	11.1	73.2*	10.7	-1.4	-1.0	9.7	2.3
O=C(CSc1nnc(-c2ccccc2)n1-c1ccc(Cl)cc1)N/N=C/c1ccccc1C(=O)O	-11.7	0.7	-0.8	0.7	-0.5	-0.2	6.2	-2.5	-5.2	3.3
Cc1cc(C)n2nc(C(=O)N/N=C/c3cn(C)nc3C)nc2n1	6.6	2.8	-1.7	-4.6	4.4	2.0	-5.5	-4.8	0.1	3.9
O=C(COc1ncnc2ccc(Br)cc12)NCc1ccc2c(c1)OCO2	-6.9	0.9	40.5*	-4.2	-0.2	-0.6	2.0	1.8	-6.6	-10.8
COC(=O)C1=C(C)N(Cc2cccc(C(F)(F)F)c2)C(=NCc2ccccc2C(F)(F)F)NC1c1ccccc1C(F)(F)F (centres undefined)	.	-4.9	-3.1	-3.2	-1.0	2.7	1.3	3.1	4.8	2.6
CC(=Nc1ccccc1C)C1=C(O)CSC1=O	-5.8	2.5	0.4	4.2	14.3	-1.6	1.8	0.5	10.6	3.4
O=C1NC(=O)c2c(NC(=O)C3CCCO3)cccc21 (centres undefined)	-0.2	0.1	-0.7	3.3	-4.1	-1.0	-0.9	-2.2	0.5	7.6
N#Cc1c(N)nc(SCc2ccccc2)c(C#N)c1-c1ccco1	-100.8	2.3	-0.9	-58.8	-6.8	1.9	1.9	0.1	7.2	9.5
COc1ccc(NC(=O)CSc2nnc(Cn3c(=O)sc4ccccc43)n2C)cc1	4.2	-3.2	0.9	4.9	2.1	-1.6	8.0	4.0	-1.7	-2.2
COc1nc(NCCN2CCOCC2)nc(Nc2ccccc2)n1	-1.7	-1.1	2.3	2.7	2.8	0.1	3.0	-1.5	0.0	-4.8
CC(=O)c1cc(-c2ccccc2)n(CC(=O)NCc2cccs2)c1C	-0.9	4.4	12.3*	1.4	2.8	0.0	-1.1	-1.9	7.1	1.9
CCOC(=O)c1ccc(N2C(=O)C(CC(=O)NC)N(CCc3ccc(OC)c(OC)c3)C2=S)cc1 (centres undefined)	-1.0	4.6	-0.7	-3.8	-1.2	0.4	-2.0	0.7	-6.0	0.4
CCOC(=O)N/N=C\c1ccc(OC/C=C/c2ccccc2)c(OC)c1	-19.9	-1.9	-1.3	4.6	0.4	-1.8	7.2	1.4	8.6	-3.7
Cc1ccccc1CN1[C@@H](Cc2ccccc2)COCCS1(=O)=O	-3.9	-3.7	-0.6	-8.6	-2.1	-4.0	3.7	-0.6	2.9	4.3
CCN(C1CCS(=O)(=O)C1)S(=O)(=O)c1ccc2ccccc2c1 (centres undefined)	1.2	-4.5	1.8	1.5	5.4	-3.9	4.2	2.1	3.6	5.5
O=C(c1cccc(NS(=O)(=O)c2ccccc2)c1)N1CCCC1	5.9	3.0	0.8	4.6	2.9	-0.7	-4.6	-0.1	6.2	5.1
CN(C)c1nc(N(C)C)nc(N(C)C)n1	-0.4	4.3	0.0	-2.2	-10.8	3.5	-3.6	0.1	-2.2	0.7
Cc1cc(O)c(-c2cc(C(=O)Nc3sc4c(c3C(=O)NCc3ccco3)CCC4)[nH]n2)cc1C	-46.5	2.9	0.8	-16.8	6.4	0.3	-4.6	-2.0	9.1	0.7
COC(=O)C1C(=O)c2c(C)noc2CC1(C)C (centres undefined)	7.5	-4.0	0.9	0.9	0.8	2.1	-1.1	2.7	7.9	-4.2
CC(C)CN(C(=O)c1ccc(=O)n(C)n1)c1c(N)n(Cc2ccccc2)c(=O)[nH]c1=O	-0.2	2.0	-0.1	-1.1	0.3	2.8	-5.2	-3.0	5.5	4.0
CCC(Sc1nc2ncnc(N)c2[nH]1)C(=O)O (centres undefined)	7.3	4.0	-0.3	7.8	1.5	20.7*	-0.1	-0.3	-0.5	5.1
COc1ccc(C(=O)N2CCC[C@@H]2C(=O)N2CCC[C@@H]2C(=O)NCc2ccccc2)cc1F	.	3.6	0.4	-0.3	3.7	2.6	-7.4	-4.7	7.8	-0.9
COc1ccc(NC(=S)NCC2CCCO2)c(C)c1 (centres undefined)	4.9	-2.3	-3.8	5.3	-9.3	3.3	-10.0	3.5	-5.5	0.6
CCCCCOc1ccc(Cn2ccnc2)cc1[N+](=O)[O-]	-1.0	0.0	-2.6	1.6	6.8	1.5	-2.6	1.4	-0.4	6.2
Cc1cccc(C(c2c(C)nn(-c3ccccc3)c2N)c2c(C)nn(-c3ccccc3)c2N)c1	-0.4	0.6	0.2	-4.7	0.6	-1.4	-0.6	3.6	-8.0	-12.5
COc1ccc(N2CCN(C(=O)CSc3ccccc3)CC2)cc1	-3.2	3.2	2.2	5.1	0.4	-0.5	-7.8	-1.4	-2.9	0.2
O=C1COCCOCCOCCOCC(=O)NCCN1	1.4	1.1	-0.7	-1.5	-0.6	5.5	1.9	2.6	5.7	-2.5
Cc1c(C(=O)O)sc2nc(C)n(C)c(=O)c12	-0.6	-4.3	-1.1	1.9	-0.7	1.6	4.7	1.3	9.0	2.6
O=C(CN1CCCC1)Nc1ccc(NC(=O)Nc2ccccc2)cc1	1.0	3.1	-1.3	-7.0	1.0	-1.3	-2.8	0.0	12.9	-0.2
CC(=O)NNC(=O)CCC(=O)Nc1ccccc1	5.9	3.8	-1.8	-3.1	10.1	4.0	-4.7	-1.2	-0.9	-1.9
CS(=O)(=O)N1CCCC(C(=O)Nc2cccc(F)c2)C1 (centres undefined)	-5.7	-0.6	2.5	6.8	1.4	-3.1	-6.4	1.0	18.9	6.5
CCCN(CCC)CC(O)Cn1c2ccccc2c2ccccc21 (centres undefined)	1.4	4.5	1.8	-3.5	6.9	-0.2	-4.1	-5.0	-5.0	3.5
Cc1ccc(S(=O)(=O)N2CCCOC2CNC(=O)C(=O)NCc2ccc3c(c2)OCO3)cc1 (centres undefined)	-8.0	0.5	0.5	2.4	-3.0	-3.9	8.8	-1.5	-4.8	11.2
COc1ccc(CSc2nnc(SCC(=O)Nc3ccc4c(c3)OCO4)s2)cc1	.	-0.9	.	-3.1	0.4	-1.5	.	0.1	5.5	-1.2

Already shown: entries from further up.
SMILES	HTRA1 inh	PRMT1 FP inh	PG9 binder	SIAE primary	ABHD4 inh	UHRF1 binding	TCR-CD3 inh	LEDGF integ inh	TDP2 inh	Tn7 DDE FP
Cc1c(C(=O)O)sc2nc(C)n(C)c(=O)c12	-0.6	-4.3	-1.1	1.9	-0.7	1.6	4.7	1.3	9.0	2.6
O=C(CN1CCCC1)Nc1ccc(NC(=O)Nc2ccccc2)cc1	1.0	3.1	-1.3	-7.0	1.0	-1.3	-2.8	0.0	12.9	-0.2
CC(=O)NNC(=O)CCC(=O)Nc1ccccc1	5.9	3.8	-1.8	-3.1	10.1	4.0	-4.7	-1.2	-0.9	-1.9
CS(=O)(=O)N1CCCC(C(=O)Nc2cccc(F)c2)C1 (centres undefined)	-5.7	-0.6	2.5	6.8	1.4	-3.1	-6.4	1.0	18.9	6.5
CCCN(CCC)CC(O)Cn1c2ccccc2c2ccccc21 (centres undefined)	1.4	4.5	1.8	-3.5	6.9	-0.2	-4.1	-5.0	-5.0	3.5
Cc1ccc(S(=O)(=O)N2CCCOC2CNC(=O)C(=O)NCc2ccc3c(c2)OCO3)cc1 (centres undefined)	-8.0	0.5	0.5	2.4	-3.0	-3.9	8.8	-1.5	-4.8	11.2
